Screening data: PubChem, several laboratories
PLC-gamma1 inh – PLC-gamma1 enzyme inhibitors, primary screen, biochemical, fluorescence, purified enzyme | 1-phosphatidylinositol 4,5-bisphosphate phosphodiesterase gamma-1 (Homo sapiens), P19174 | AID 720700, 2013 | 370,000 tested, 0.84% active | inhibition, % at 12.2 µM | fluorogenic substrate; in the data active = inhibition above about 9.5%
KLK7 zymogen act – proKLK7 zymogen activators, primary screen, biochemical, fluorescence intensity; Kallikrein-7 (Homo sapiens), P49862; purified proKLK7, EDANS-DABCYL substrate fluorescence; 100% is mature enzyme control, 0% vehicle; activation, % at 7 µM; 370,000 tested, 0.9% active; AID 652039, 2013;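 active = activation above the mean of all tested compounds plus 3 SD, computed per campaign excluding outliers beyond control limits, cut at about 13% in these data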
Target sequence (P49862 whole entry, looked up): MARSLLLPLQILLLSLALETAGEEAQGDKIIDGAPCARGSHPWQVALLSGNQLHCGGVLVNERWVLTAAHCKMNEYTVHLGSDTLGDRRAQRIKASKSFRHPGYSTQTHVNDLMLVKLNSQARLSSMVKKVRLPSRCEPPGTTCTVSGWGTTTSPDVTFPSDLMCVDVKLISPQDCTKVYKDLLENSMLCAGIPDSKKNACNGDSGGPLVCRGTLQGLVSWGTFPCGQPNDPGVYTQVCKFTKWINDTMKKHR
Rev-erbA mod – modulators of Rev-erb alpha DNA binding, primary screen, biochemical, FITC-DNA, fluorescence polarization, uHTS; Nuclear receptor subfamily 1 group D member 1 (Homo sapiens), P20393; AID 1259318, 2017; activity, % at 10 µM; 370,000 tested, 0.79% active; Rev-erbα–FITC-DNA binding, 90 min;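 active = activity above about 14%, limit read from the data; passing the limit was not always enough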;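 note: 0% = DMSO wells with 35 nM protein and 100% = DMSO wells with 750 nM protein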
UHRF1 binding – UHRF1 methylated DNA binding inhibitors, primary screen, counter-screen for MBD2 inhibitor project, biochemical, TR-FRET, human UHRF1, single concentration; UHRF1 binding to methylated oligo; inhibition, % at 4.4 µM; 370,000 tested, 0.75% active; in the data active = inhibition above about 21%;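 note: UHRF1 SRA domain binding a hemimethylated CpG hairpin DNA probe; 0% = median of test compound wells and 100% = reference inhibitor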
ARFGAP1 inh – inhibitors of rat ARFGAP1 GAP activity, primary screen, biochemical, fluorescence polarization, GDP tracer. Arfgap1-stimulated ARF1 GTP hydrolysis, GDP FP detection. ADP-ribosylation factor GTPase-activating protein 1 (Rattus norvegicus), Q62848. AID 651572, 2012. 360,000 tested, 0.26% active. inhibition, % at 16.5 µM;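 active = inhibition above a per-plate limit, mean inhibition of low control wells plus 3 SD, cut at about 25% in these data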;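 note: 0% = DMSO wells with enzyme and 100% = wells lacking Arfgap1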
Target sequence (Q62848 1-136 limits assumed): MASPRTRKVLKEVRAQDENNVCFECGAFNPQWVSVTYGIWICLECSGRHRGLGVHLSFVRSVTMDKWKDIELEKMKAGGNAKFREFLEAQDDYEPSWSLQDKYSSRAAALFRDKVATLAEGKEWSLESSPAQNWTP
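material = rat Arfgap1 catalytic domain, aa 1-136 | also added = human ARF1(Δ1-17)-GTP substrate | compound dosing = one concentration, 16.5 µM, DMSO 1.26% | times = GTP hydrolysis reaction 2 h at 25 °C | measured by = FP, GDP Alexa 633 tracer displaced from anti-GDP antibody, 620/688 nm | evaluation = percent inhibition of Arfgap1-stimulated GTP hydrolysis | replication = single well per compound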
ASAP1 GAP inh – inhibitors of human ASAP1 ArfGAP activity, primary screen, biochemical, fluorescence polarization | Arf-GAP with SH3 domain, ANK repeat and PH domain-containing protein 1 (Homo sapiens), … | ASAP1-stimulated ARF1 GTP hydrolysis, GDP FP detection | inhibition, % at 16.5 µM | 360,000 tested, 0.19% active; in the data active = inhibition above about 25%;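 note: 0% = vehicle with enzyme and substrate and 100% = no enzyme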
PLC-beta3 inh – human PLC-beta3 inhibitors, primary screen, biochemical, fluorescence. Purified PLC-beta3, fluorogenic substrate. inhibition, % at 12.2 µM. 370,000 tested, 0.18% active. AID 720704, 2013; in the data active = inhibition above about 11%;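 note: 0% = median of compound wells on plate and 100% = full blocker control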
Tn6 DDE FP – inhibitors of Tn6 peptide binding to fibrin DD(E), primary screen, biochemical, fluorescence polarization, human fibrin, Tn6 probe | Fibrinogen beta chain (Homo sapiens), P02675 | Fibrin DD(E) TRITC-Tn6 fluorescence polarization displacement | inhibition, % at 8.3 µM | 370,000 tested, 0.21% active | AID 720509, 2013;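 active = inhibition above a per-campaign cutoff: mean of compounds within control limits plus 3 SD, cut at about 15% in these data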;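 note: 0% = median of all compound wells on the plate and 100% = blocking peptide control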
HGIII-sPLA2 inh – human group III sPLA2 inhibitors, primary screen, biochemical, QFRET, BODIPY PC-A2 liposome substrate; Group 3 secretory phospholipase A2 (Homo sapiens), Q9NZ20; QFRET BODIPY PC-A2 liposome hydrolysis, fluorescence; inhibition, % at 12.2 µM; 370,000 tested, 0.56% active; AID 743126, 2013;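 active = inhibition above mean plus 3 SD of compounds lying within the high and low control bounds, cut at about 19% in these data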;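 note: 0% = median of test compound wells and 100% = no enzyme DMSO wells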
Target sequence (Q9NZ20 whole entry, looked up): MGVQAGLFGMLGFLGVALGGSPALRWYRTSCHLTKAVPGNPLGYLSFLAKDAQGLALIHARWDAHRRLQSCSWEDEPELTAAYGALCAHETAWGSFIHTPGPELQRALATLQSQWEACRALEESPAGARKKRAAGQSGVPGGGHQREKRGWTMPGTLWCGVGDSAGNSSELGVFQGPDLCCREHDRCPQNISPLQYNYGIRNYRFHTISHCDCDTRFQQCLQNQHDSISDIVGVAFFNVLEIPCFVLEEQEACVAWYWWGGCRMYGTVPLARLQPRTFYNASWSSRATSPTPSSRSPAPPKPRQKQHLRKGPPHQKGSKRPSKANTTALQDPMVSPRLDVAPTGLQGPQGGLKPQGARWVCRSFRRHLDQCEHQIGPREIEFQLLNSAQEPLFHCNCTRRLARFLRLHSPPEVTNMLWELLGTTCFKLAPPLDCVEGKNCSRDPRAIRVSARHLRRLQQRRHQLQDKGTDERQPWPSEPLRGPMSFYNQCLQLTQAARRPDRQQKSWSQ
DDE Tn7 FP inh – inhibitors of Tn7 peptide binding to fibrin DD(E), primary screen, biochemical, fluorescence polarization, human fibrin, Tn7 probe; FP displacement of FITC-Tn7 peptide from fibrin DD(E); 0% = median of compound wells per plate; AID 720508, 2013; 370,000 tested, 0.13% active; Fibrinogen beta chain (Homo sapiens), P02675; inhibition, % at 8.3 µM;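 active = inhibition above the mean of compounds falling within the control limits plus 3 SD of them, cut at about 14% in these data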;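 note: 0% = plate median of compound wells and 100% = 10 µM Aha-Tn7 peptide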
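Assay system: Fibrin-DD(E) protein isolated from polymerized human fibrin clots; read-out basis: percent inhibition; medium: Tris/NaCl/CaCl2 buffer, pH 7.8; signal: FP measurement; incubation: 10 min plus 3 h, room temperature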
An asterisk follows results filed as active; . = no result given.

SMILES | PLC-gamma1 inh | KLK7 zymogen act | Rev-erbA mod | UHRF1 binding | ARFGAP1 inh | ASAP1 GAP inh | PLC-beta3 inh | Tn6 DDE FP | HGIII-sPLA2 inh | DDE Tn7 FP inh
Cc1ccc(NC(=O)C2CCN(S(=O)(=O)c3ccc4c(c3)NC(=O)C(C)S4)CC2)c(C)c1 (stereo not given) | -2.5 | 0.7 | 0.4 | 4.7 | 12.4 | 3.1 | -9.9 | -3.3 | -41.4 | 0.7
O=C(CCSc1nc(-c2ccco2)cc(C(F)(F)F)n1)NCCc1ccccc1 | -1.2 | -0.2 | 0.2 | 1.4 | 4.7 | -3.9 | -2.2 | -7.1 | -13.2 | 1.9
CS(=O)(=O)c1cccc(C(=O)NCc2ccc(F)cc2)c1 | -2.4 | -0.5 | -3.0 | -0.7 | 8.1 | -7.2 | 1.4 | -10.8 | -4.5 | -3.0
COc1ccc2c(Cl)c(C(=O)N/N=C/c3ccncc3)sc2c1 | -12.0 | -0.8 | -12.0 | -1.1 | -0.1 | 8.7 | -28.1 | 3.1 | -1.6 | 3.0
Cc1ccccc1NC(=S)NCc1ccc(Cl)cc1 | 0.4 | 0.3 | 3.7 | -0.5 | -8.1 | 0.0 | 1.3 | 7.6 | 9.2 | -0.5
COCCCNC(=O)Cn1c(=O)n(Cc2ccccc2Cl)c(=O)c2cc(OC)c(OC)cc21 | 1.1 | -0.3 | -1.0 | -1.1 | -1.4 | 18.2 | -2.9 | 3.0 | -0.2 | 3.2
Cc1ccccc1NC(=O)Nc1nnc(CC(=O)NCc2ccccc2)s1 | 4.1 | -0.4 | 3.8 | 1.2 | -1.5 | -15.6 | -0.6 | 10.4 | 13.8 | 3.2
O=C(NC(=O)N1CCN(C(c2ccccc2)c2ccccc2)CC1)c1ccccc1 | 0.9 | 0.4 | -2.3 | 5.3 | -1.7 | -4.9 | -7.4 | -4.8 | 3.9 | 2.8
C[C@@H]1COc2cccc(N3CCC[C@H]3CO)c2S(=O)(=O)N1 | 0.6 | -1.0 | -5.1 | 0.0 | 6.8 | -4.3 | 0.6 | 4.3 | 1.6 | -6.2
CC(C)C1C(C#N)=C(N)Oc2n[nH]c(-c3ccccc3)c21 (stereo not given) | 2.0 | 0.3 | 8.8 | 1.0 | 2.8 | 16.2 | 2.1 | -2.4 | -3.2 | 1.6
O=C(c1ccco1)N(Cc1cccc(Cl)c1)C1CCS(=O)(=O)C1 (stereo not given) | 3.2 | 0.8 | 4.5 | 1.5 | 2.2 | 4.1 | -7.5 | -0.7 | 6.3 | -6.9
N#CCCN(C(=O)COC(=O)c1ccc2c(c1)OCCO2)c1ccccc1 | 1.9 | -0.6 | 2.3 | 1.3 | -10.8 | -9.0 | 1.3 | 6.4 | -3.9 | 4.1
Cc1ccc(S(=O)(=O)NN=C2CCCc3ccccc32)cc1 | -0.7 | -0.7 | -1.7 | 2.6 | -6.0 | -3.7 | -0.5 | 7.2 | 15.7 | -0.1
C=CCNC(=O)COc1coc(CN2CCN(C(=O)c3ccco3)CC2)cc1=O | -1.7 | -0.6 | -1.4 | 0.1 | 10.9 | -6.7 | -6.8 | 3.9 | 9.2 | 8.5
CCOC(=O)c1sc(=S)n(CC)c1NC(=O)c1ccccc1 | 2.8 | 0.6 | 4.1 | 1.4 | 8.3 | 10.8 | 0.8 | -4.5 | 6.9 | -5.4
O=C1CSC(=Nc2cccc(Cl)c2Cl)N1Cc1cccnc1 | 1.5 | 0.8 | 3.4 | -3.4 | 5.8 | 6.4 | -3.5 | -4.9 | -48.1 | 2.5
O=C(CSc1nnc(CNC(=O)C23CC4CC(CC(C4)C2)C3)n1-c1ccccc1)Nc1ccccc1 | 2.9 | -0.2 | -4.6 | 0.7 | 3.8 | -8.6 | 1.9 | -1.7 | -19.0 | -4.6
CC[C@@H]1C=C(C(=O)O)[C@H](c2ccc(Cl)cc2)N1S(=O)(=O)c1ccc(C)cc1 | 0.8 | -0.2 | -2.0 | 6.0 | 2.3 | -0.8 | 0.7 | 0.1 | -3.6 | -2.5
CCNc1c(NS(=O)(=O)c2ccc(Br)s2)c(=O)oc2ccccc12 | 0.2 | 0.1 | -1.9 | 0.3 | 18.6 | -3.9 | -4.3 | -4.4 | -16.4 | -4.5
CC1=C(C(=O)N(C)C)CC(CC(=O)NC2CC2)C(=O)N1CCC1=CCCCC1 (stereo not given) | 1.2 | 0.1 | 1.5 | -0.1 | -8.9 | 10.9 | 5.3 | -2.5 | 13.1 | -2.3
COCc1cc(=O)n2c(-c3ccccc3OC)n[nH]c2n1 | -10.0 | -0.9 | 1.1 | 1.9 | 17.0 | 8.1 | -10.2 | -5.8 | -5.4 | -7.5
COc1ccc(Cl)cc1C(=O)NNC(=O)c1n[nH]c2ccccc12 | 0.2 | -0.2 | 1.0 | -1.6 | 13.6 | 5.6 | -3.7 | 10.7 | 12.2 | -3.5
Cc1ccccc1NC(=O)C(C)Sc1nnc(CN2CCCC2)n1Cc1ccccc1 (stereo not given) | 10.2* | -0.1 | 2.2 | -0.6 | 0.6 | 3.1 | 0.2 | 4.7 | 2.7 | -4.8
COc1cc2c(cc1OC)CN(C(=O)CCNC(=O)c1ccc(Br)cc1)CC2 | -4.4 | -0.1 | -9.4 | -0.2 | 11.1 | -6.5 | -12.5 | -7.6 | 11.3 | 0.7
Cc1ccc(NC(=O)CSc2nnc(NC(=O)CN3CCOCC3)s2)cc1 | 8.0 | -0.2 | -2.0 | 4.3 | 10.5 | 6.0 | 0.8 | 10.2 | 3.5 | -8.9
COc1ccc(-n2c(C)cc(C=O)c2C)cc1Cl | -0.3 | 0.4 | -0.4 | 0.1 | 4.9 | -2.3 | 2.8 | -3.2 | 3.0 | -4.8
COc1ccc(N2CCN(S(=O)(=O)c3ccc(OC)c(C(=O)N4CCCCC4)c3)CC2)cc1 | -0.1 | -0.2 | 3.8 | -2.0 | 4.6 | 6.4 | -8.4 | -2.8 | 5.0 | 3.6
O=C(COC(=O)CN1C(=O)c2ccccc2C1=O)Nc1cccc(F)c1 | 2.1 | -0.1 | -1.2 | -0.4 | -6.4 | -16.6 | -5.6 | -1.7 | 0.0 | 4.9
Cc1ccc(N2C(=O)C(Cl)=C(NCc3ccccc3)C2=O)c(C)c1 | -54.5 | -0.5 | 0.6 | 3.7 | 13.1 | 1.3 | -58.0 | -3.4 | -4.2 | 1.2
COc1ccc(N2CCN(C(c3cccs3)C(C)NS(=O)(=O)c3ccccc3)CC2)cc1 (stereo not given) | -0.9 | 0.4 | -2.7 | 0.4 | -6.5 | 3.6 | -1.9 | 6.3 | -20.5 | -1.6
COC(=O)Cc1nnn2c1[C@H](C)[C@H](c1ccccc1Br)OCC2 | -1.5 | -0.5 | -0.3 | 1.2 | -5.3 | -9.7 | 1.3 | -4.4 | 15.0 | 5.7
CC(=O)N1CCN(Cc2nc(-c3cccc(Cl)c3)no2)CC1 | 2.3 | -0.3 | -0.3 | -1.0 | 1.2 | 5.1 | -2.9 | 0.0 | 4.2 | -1.4
COc1ccc(CCN(/C=C2\Sc3ccccc3C2=O)C(C)=O)cc1OC | -9.7 | 0.5 | -0.1 | 3.6 | 9.6 | 6.3 | -11.0 | 5.8 | -2.1 | -6.1
CC(=O)c1cccc(NC(=O)/C(=C\c2ccco2)NC(=O)c2cccs2)c1 | -5.6 | 0.1 | -3.0 | -3.1 | 9.4 | 7.2 | -7.7 | -4.0 | -0.3 | 6.3
Cc1[nH]nc2c1C(c1ccc3c(c1)OCO3)N(Cc1ccccc1)C2=O (stereo not given) | 1.9 | 0.3 | -1.6 | 0.3 | 5.5 | 2.4 | 2.0 | 0.1 | -6.6 | -3.8
Cc1ccc(S(=O)(=O)NCC2Cc3ccccc3N2S(=O)(=O)c2ccc(C)cc2)cc1 (stereo not given) | 1.5 | . | 2.8 | 0.3 | . | . | -1.7 | -7.2 | -26.5 | -4.4

Limited to Tn6 DDE FP, for 2 of the compounds above:
mol | Tn6 DDE FP
O=C(CCSc1nc(-c2ccco2)cc(C(F)(F)F)n1)NCCc1ccccc1 | -7.1
CS(=O)(=O)c1cccc(C(=O)NCc2ccc(F)cc2)c1 | -10.8

Remaining list, next part:
SMILES | PLC-gamma1 inh | KLK7 zymogen act | Rev-erbA mod | UHRF1 binding | ARFGAP1 inh | ASAP1 GAP inh | PLC-beta3 inh | Tn6 DDE FP | HGIII-sPLA2 inh | DDE Tn7 FP inh
O=c1[nH]cnc2c1ncn2C1OCC(O)C(O)C1O (stereo not given) | 0.7 | -0.1 | 1.9 | 0.1 | -7.6 | -2.2 | -0.8 | 3.8 | 14.4 | 8.4
O=C(CCSc1nnc(-c2ccncc2)o1)Nc1ccc(Cl)cc1 | 2.6 | -0.3 | 2.6 | 3.5 | 3.7 | -3.2 | 2.5 | -4.3 | -0.2 | -0.5
CCOC(=O)CN1Cc2cccc(C(=O)O)c2C1=O | 0.4 | -0.4 | 2.2 | 0.7 | 25.3* | -0.4 | -2.8 | 5.2 | 5.3 | 8.3
COc1ccc(C2C(C(=O)N3CCCCC3)c3ccccc3C(=O)N2C)cc1 (stereo not given) | -2.5 | 0.3 | -3.3 | -3.1 | -0.3 | 18.1 | 1.1 | 4.7 | -2.7 | 5.4
N#Cc1ccccc1S(=O)(=O)N1CCN(C(=O)C2COc3ccccc3O2)CC1 (stereo not given) | -3.5 | -0.3 | -7.5 | 6.3 | -0.4 | 14.6 | -8.4 | 3.4 | -6.7 | 1.2
CN(C)S(=O)(=O)c1ccc(NC=C(C#N)C#N)cc1 | -22.2 | -2.5 | -1.7 | 1.4 | 9.8 | -6.9 | -35.5 | -5.0 | 0.5 | -2.6
O=C(COc1ccc(S(=O)(=O)N2CCCCC2)cc1)N1CCCC1 | 1.2 | 0.2 | -0.6 | 0.1 | -5.2 | 5.2 | -3.4 | 1.4 | 3.0 | 9.2
